All columns: NCI-60 one-dose screen, growth in % after 48 h at 10 µM unless noted; 100 = growth as untreated, 0 = no growth, -100 = all killed.
HL-60(TB): HL-60(TB) leukemia cells | 78,000 tested, 9% active | AID 1794776; active = growth percent below 10
Starred values were filed as active, the others as inactive; & = joins results of further samples. A portion of the library; rates above refer to the full screens.

SMILES	HL-60(TB)
CC(C)(Sc1cc(C(C)(C)C)c(OC(=O)CCCC(=O)O)c(C(C)(C)C)c1)Sc1cc(C(C)(C)C)c(OC(=O)CCCC(=O)O)c(C(C)(C)C)c1	-23*
S=c1nc(-c2ccccc2)cc(-c2cn(-c3ccccc3)nc2-c2ccc(OCc3ccccc3)cc2)[nH]1	97
Cc1cc(=O)[nH]c(/C(=N/Nc2ccccc2)C(=O)c2ccc(Cl)cc2)n1	51
CCn1c(SCc2ccc(OC)cc2)nnc1-c1nn(-c2ccc(Cl)cc2Cl)c(-c2ccc(Cl)cc2)c1C	77
CSc1nc(C(=O)O)cc(=O)[nH]1	110
O=C(Nc1ccc(Cc2ccc(NC(=O)Nc3cccnc3)cc2)cc1)Nc1cccnc1	78
Cc1cc2cccnc2c2ncccc12	-11*
CC(C)C1CCC(C(C)(C)O)CC1 (stereo unspecified)	82
S=P(NCCNP(=S)(N1CC1)N1CC1)(N1CC1)N1CC1	15&72
S=c1[nH]ccn1-c1ccccc1	112

A different layout for some results above.
O=C(Nc1ccc(Cc2ccc(NC(=O)Nc3cccnc3)cc2)cc1)Nc1cccnc1
  HL-60(TB) = 78

Cc1cc2cccnc2c2ncccc12
  HL-60(TB) = -11*

CC(C)C1CCC(C(C)(C)O)CC1 (stereo unspecified)
  HL-60(TB) = 82

S=P(NCCNP(=S)(N1CC1)N1CC1)(N1CC1)N1CC1
  HL-60(TB) = 15&72

The list continues:
SMILES	HL-60(TB)
CCN(Cc1ccc(Cl)c(Cl)c1)c1ccc2nc(N)nc(N)c2c1C	-79*
COc1cnc2c(c1)C(=O)c1c-2n(CCCNCCO)c(=O)c2cc(F)ccc12	100
OC(Cc1ccccc1)(c1ccc(Cl)cc1)c1ccc(Cl)cc1	87
COc1ccc(N2C(=O)CCC2=O)cc1	104
NNC(=O)c1cccc(C(=O)NN)n1	104
CC(C)[C@H](N)C(=O)OCC(CO)OCn1cnc2c(=O)[nH]c(N)nc21 (stereo partly specified)	117
COC(=O)c1cccc2c(Cl)cc3ccccc3c12	82
COc1cc2c(cc1-c1c(C)noc1C)ncc1nc(C3CCCC3)n([C@H](C)COC(F)F)c12	28
CCC(=O)Nc1ccc(C(=O)c2ccccc2)cc1	75
COc1cc2nc(Cl)nc(Nc3cccc(C4=NN(C=O)C(c5ccc(Br)cc5)C4)c3)c2cc1OC (stereo unspecified)	96

Sorted by molar mass (falling): 6 of the compounds above.
SMILES	HL-60(TB)
COc1cc2nc(Cl)nc(Nc3cccc(C4=NN(C=O)C(c5ccc(Br)cc5)C4)c3)c2cc1OC (stereo unspecified)	96
COc1cc2c(cc1-c1c(C)noc1C)ncc1nc(C3CCCC3)n([C@H](C)COC(F)F)c12	28
COc1cnc2c(c1)C(=O)c1c-2n(CCCNCCO)c(=O)c2cc(F)ccc12	100
CC(C)[C@H](N)C(=O)OCC(CO)OCn1cnc2c(=O)[nH]c(N)nc21 (stereo partly specified)	117
OC(Cc1ccccc1)(c1ccc(Cl)cc1)c1ccc(Cl)cc1	87
COc1ccc(N2C(=O)CCC2=O)cc1	104

(list continues)
SMILES	HL-60(TB)
CC(C#N)NCc1ccccc1 (stereo unspecified)	96
O=C(CSc1nc2ccc(Cl)cc2[nH]1)Nc1ccc(-c2nc3ccccc3s2)c(Cl)c1	102
CCCCCN1C(=O)/C(=c2\sc3n(c2=O)NC2C(N=3)N(CC)C(=O)N2CC)c2cccc(C)c21 (stereo unspecified)	91
CCOC(=O)c1c(/N=C2\SC(=O)/C(=C\C(=O)OC)N2c2ccccc2)sc2c1CCN(C(=O)OCC)C2	93
CCc1nnc(CNc2ccc(Cl)cc2)o1	92
CCCCCCCCn1cc[n+](C)c1 (tested in a mixture with another compound)	82
O=C(Cn1nnc2ccccc21)N/N=C/c1ccc(F)cc1	103
Cc1cc(N)nc(=O)n1C1CC(O)C(CO)O1 (stereo unspecified)	45
COc1ccc(C(=O)Oc2c(Cl)c(Cl)c(Cl)c(Cl)c2Cl)cc1	88
Cc1cc(NC(=O)CNc2nc(Oc3ccc(F)cc3)nc(-c3ccc(F)cc3)n2)ccc1Cl	96
NS(=O)(=O)c1ccc(-n2ncc(NC(=O)Nc3ccc(F)cc3)c2-c2ccccc2)cc1	77
COC(=O)/C(=C\c1ccncc1)c1cccc2ccccc12	70
Cc1nn(-c2ccccc2)c(N(C)Cc2ccccc2)c1C1CC(c2ccc3c(c2)OCO3)=NN1c1cc(Cl)cc(Cl)c1 (stereo unspecified)	98
CCC(=O)c1sc(Nc2ccc(Cl)cc2C)nc1N	98
O=C(Nc1ccc(I)cc1F)c1cc(I)ccc1O	-25*
Cc1cc(=O)n(C(=O)Nc2ccccc2Cl)c2cc(O)ccc12	107
Clc1ccc2c(NCCNC34CC5CC(CC(C5)C3)C4)ccnc2c1	-53*
COc1cc(-c2nc3ccccc3s2)ccc1OCc1nc2n(n1)S(=O)(=O)c1ccccc1N2c1ccccc1	16
CC(=O)OCCN1C=C(S(C)(=O)=O)C2=NCCN2C1=O	118
c1ccc2c(c1)-c1ccccc1C1NC21 (stereo unspecified)	66
O=C1/C(=C/c2ccccc2)COc2ccc(O)cc21	34
Cc1ccc(C(c2ccccc2C)C(Cl)(Cl)Cl)cc1 (stereo unspecified)	115
Cc1c(-c2ccccc2)nnn1-c1ccc(F)cc1F	110
CC(C)CCc1nc2ccc(NCc3ccc(OCCN4CCCCC4)cc3)cc2[nH]1	88
CC(=O)c1cc(C(=O)c2ccc3c(c2)Sc2ccccc2N3)c2cc(C)ccn12	3.0*
CCNc1nc2ccccc2c2c(=O)c3cc(F)cc(Cl)c3sc12	100
COc1cc(/C=C/C(=O)c2ccc(NC(=O)c3cc4cc5ccccc5nc4s3)cc2)cc(OC)c1OC	94
Cc1cc(C)c(NS(=O)(=O)c2ccccc2)c(C)c1NS(=O)(=O)c1ccccc1	50
NCCOCCOc1nc(Oc2ccccc2C(=O)O)cc(-c2ccco2)n1	121
COC(=O)C1CC(O)C(O)C(O)C1 (stereo unspecified)	113
O=C(CS(=O)(=O)c1ccc(Cl)cc1)c1ccccc1	135
O=[N+]([O-])c1ccc(O)c([N+](=O)[O-])c1	110&109
Cc1ccc2nc(NC(=O)CSc3nc4c(c(=O)n3-c3ccccc3)SCC4)sc2c1	151
CCOC(=O)N1CCC2(CC1)NC(=O)c1ccccc1N2N=O	103
C[C@H]1[C@H]2C3=CC[C@@H]4[C@@]5(C)CCC(=O)NC(C)(C)[C@@H]5CC[C@@]4(C)[C@]3(C)CC[C@@]2(C(=O)O)CC[C@@H]1C	75
CC(=O)Nc1ccc([N+](=O)[O-])cc1C	98
COc1ccc2c(c1)CCC1C2=CCC2C(=O)OC(=O)C21C (stereo unspecified)	104
CC(C)Sc1nc(NN)c(C#N)c(-c2ccccc2)n1	99
O=C(Cn1cc(CN2C(=O)c3ccc([N+](=O)[O-])cc3C2=O)nn1)Nc1ccccc1F	102
COc1cc2nc(NC3CC3)nc(NC3CCNCC3)c2cc1OC	109

Reprinted from the entries so far (2 entries):
SMILES	HL-60(TB)
O=C(Cn1cc(CN2C(=O)c3ccc([N+](=O)[O-])cc3C2=O)nn1)Nc1ccccc1F	102
COc1cc2nc(NC3CC3)nc(NC3CCNCC3)c2cc1OC	109

Additional entries follow:
SMILES	HL-60(TB)
CC(C)c1nc(CN(C)C(=O)N[C@H](C(=O)N[C@@H](Cc2ccccc2)C[C@H](O)[C@H](Cc2ccccc2)NC(=O)OCc2cncs2)C(C)C)cs1	71
COc1ccc2nc(-c3ccc(Cl)cc3)cc(C(=O)N3N=C(c4ccc(N)cc4)CC3c3ccc(OC)c(OC)c3)c2c1 (stereo unspecified)	106
O=C(Cn1c(O)c(C=Nc2ccc(Nc3nccs3)cc2)c2ccccc21)c1ccc(F)cc1	141
CCOC(=O)C(C(=O)OCC)C(C)C	169
CCCCCCCCCCCCCCCCCCOC(=O)CCl	114
COc1ccc(NC(=O)Cn2c(=O)c3c(ncn3C)n(C)c2=O)cc1	94
O=[N+]([O-])c1ccc(S(=O)(=O)c2ccc([N+](=O)[O-])cc2)cc1	136
CN1C(=O)/C(=C\C(=O)c2cc3ccccc3oc2=O)c2ccccc21	79
CNc1ccc2nc3ccc(=[N+](C)C)cc-3sc2c1	5.7*
Cc1cc(SCc2ccccc2Cl)nc(N)n1	104
Nc1nccc2c1ncn2C1OC(CO)C(O)C1O (stereo unspecified)	83
NC(=O)c1cccc(NC(=O)C2CCCO2)c1 (stereo unspecified)	101
O=C1Nc2ccccc2/C1=N/N1C(=O)CN(CCCl)C1=O	96
CNCCCC(C)Nc1ccnc2cc(Cl)ccc12 (stereo unspecified)	99
CCN(CC)c1ccc(N2C(=O)/C(=C/c3cccs3)SC2=S)cc1	93
O=C1Nc2ccc(Cl)cc2C1=Nc1ccc(O)cc1	94
Clc1ccc(OCCBr)cc1	95
COc1ccc2cc(-c3ccc(C(=O)N/N=C/c4ccc(O)cc4)c(C)n3)ccc2c1	48
COC(=O)C1(O)NC(=C(C#N)C#N)C(C#N)=C1C(=O)c1ccc(OC)cc1 (stereo unspecified)	88
COc1cc2c(=O)n(C3CCCCCC3)c3c4cc[nH]c4ncc3c2cc1OC	74
O=c1[nH]c(NCCS(=O)(=O)O)nc2sc3c(c12)CCCC3	99
COc1ccc(-c2nc(SC)nc(N3CCOCC3)c2C#N)cc1	94
O=C1CCC(Nc2ccc(Cl)cc2Cl)N1c1cccs1 (stereo unspecified)	89
CCN(CC)CCOC(=O)c1cc(Cl)cc(-c2ccccc2)c1O	102
Cc1ccc(-c2csc(NC(=O)c3cc(-c4ccc(Cl)cc4)nc4ccccc34)n2)cc1	103
COc1cc2oc(-c3cccc(NC(=O)c4ccc5c(c4)OCO5)c3)cc(=O)c2c(O)c1OC	86
CCOC(=O)c1cn[nH]c1N	113
COc1cc(/C=N/NC(=O)c2cnn3c2NC(c2ccccc2)C3)ccc1OCc1ccccc1 (stereo unspecified)	-0.1*
CC1(/C=N/NC(N)=O)NC(=O)NC1=O (stereo unspecified)	90
COc1ccc(C(=O)C(C)C(C)=O)c(OCc2ccccc2)c1OC (stereo unspecified)	103
Cn1cc(-c2nonc2-c2c[nH]c3ccc(F)cc23)c2cc(Br)ccc21	56
COc1ccc(-n2nc(C(=O)Nc3ccc(F)cc3)nc2-c2cc(OC)c(OC)c(OC)c2)cc1	91
CCn1c(Sc2nnc(NC(C)=O)s2)nc2c1c(=O)n(C)c(=O)n2C	124
CC(=O)N1N=C(c2ccc(Nc3nc(Nc4ccc(F)cc4)nc(Nc4ccc(Cl)cc4)n3)cc2)CC1c1ccco1 (stereo unspecified)	81
FC(F)(F)c1ccc(Nc2nnc(-c3ccc(Cl)cc3)o2)cc1	86
CCOC(=O)c1c(NC(=O)c2ccc(C(F)(F)F)cc2)sc2c(CN(C)C)c(O)ccc12	87
O=C(Nc1cccc(Cl)c1)Nc1cccc(Cn2c(=O)[nH]c3ccc(Oc4ncccn4)cc3c2=O)c1	45
CC(C)c1ccc(/C=C/C(=O)Nc2ncc(Cc3ccccc3Cl)s2)cc1	84
FC(F)(F)c1cccc(Nc2nc(-c3ccccc3)nc3ncccc23)c1	-58*
O=C1c2ccccc2C(=O)N1CC1CC2C=CC1C2 (stereo unspecified)	108
O=C1OCC2=C1C(c1cccc(C(F)(F)F)c1)c1cc3c(cc1N2CCO)CCC3 (stereo unspecified)	-25*
CCCCCCCCCCSCC(N)C(=O)O (stereo unspecified)	106
COCP(=O)(OC)OC	94
CCCCCCNC(=O)Oc1ccc(/C(=C(/CC)Cc2ccccc2)c2ccc(OCCCN(C)C)cc2)cc1	64
Brc1ccc(C2CC(c3cccc(Nc4ccncc4)c3)=NN2c2ccccc2)cc1 (stereo unspecified)	57
CCCCC(CC)COC(=O)CC(C(=O)OCC(CC)CCCC)S(=O)(=O)O (stereo unspecified)	119
C=CCOC(=O)COc1ccc(OC)cc1	106
COc1cc(F)c(/C=C/c2cc(/C=C/c3cc(OC)c(OC)cc3F)on2)cc1OC	85
N#CC1=C(N)Oc2ccc(O)cc2C1c1c[nH]c2ccccc12 (stereo unspecified)	89
CCN1[C@@H]2CC[C@H]1/C(=C\c1cc(OC)ccc1OC)C1=C2[C@@H](c2cc(OC)ccc2OC)C(C#N)=C(N)O1	77
Other entries.
SMILES	HL-60(TB)
Cc1ccc(Nc2cc(C)nc(N)n2)cc1	101
COc1cc(C=O)ccc1OC(=O)c1cc(-c2ccc(Cl)cc2)n(-c2ccc(S(C)(=O)=O)cc2)n1	84
COc1cccc2c1OC1(CCN(Cc3ccccc3)CC1)N1N=C(c3ccc(F)cc3)CC21 (stereo unspecified)	99
Cc1ccc(CC(N)c2ccccc2)cc1 (stereo unspecified)	100
COc1cc(C(=O)NNS(=O)(=O)c2ccccc2)cc(OC)c1OC	115
COc1cc(/C=C/C(=O)c2ccc(F)cc2)ccc1OCCCCOc1ccc(/C=C/C(=O)c2c(C)nc3ccccc3c2C)cc1OC	80
C/C(=N\Nc1ccc(S(N)(=O)=O)cc1)c1cc2ccccc2o1	110
CCn1c(Cn2nc(C)cc2C)nnc1SCC(=O)Nc1ccc(S(N)(=O)=O)cc1	101
O=C(Nc1ccc(-c2nc3ccccc3s2)cc1N1CCCCC1)c1ccccn1	89
c1ccc(CCc2ccccc2)cc1	89&85
COC1=NC(=C(c2ccccc2)c2ccccc2)OC1=O	101
O=C1CSC(=NNc2ncnc3ccccc23)N1c1ccccc1	105
O=C(NCCNCCO)c1cc([N+](=O)[O-])cc([N+](=O)[O-])c1O	102
O=c1nc2sc3ccc(Br)cc3cc-2s1	94
O=C(Cn1nnc2ccccc21)N/N=C/c1cc2ccccc2s1	101
COc1ccc(C(=O)/C=C/c2ccc(OC)c(OCc3ccccc3)c2)cc1OC	2.9*
COc1ccc(/C=C2\Cc3cc(F)ccc3C2=O)cc1OC	88
CCOC1Oc2ccccc2C(=O)/C1=N/c1nccs1 (stereo unspecified)	106
Nc1cncnc1N	86
NC(=O)c1cccc(N)c1	90
Nc1ccc(I)c(Cl)c1	79
COc1ccc2c(ccn2C(=O)N2c3ccccc3Sc3ccccc32)c1	14
